Assay outcomes deposited in PubChem by National Center for Advancing Translational Sciences (NCATS).
Pf growth 96h: P. falciparum growth inhibition at 96 hours | Potency, µM (highest dose often 28.7 µM), without a hit: at the top dose activity change, negative = inhibition, hits mostly inhibitors | 320,000 tested, 6.9% active | P. falciparum luciferase reporter growth, 96 h; further: potency means the concentration at half of the fitted maximal effect; on the % scale 0 is the no-effect control and ±100 the full control effect
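Plates of compound plus infected erythrocytes (2% hematocrit, 0.05% parasitemia final) incubate 96 hours, 37 C, 5% CO2. Detection reagent added; reduced luminescence from the parasites' luciferase reporter flags inhibition.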
Cycloheximide cs: counter-screen for Shiga toxin inhibitors: cycloheximide protein synthesis inhibition; AID 2314; cell reporter, cycloheximide protein synthesis inhibition counterscreen; max response, %; 300,000 tested, 12% active; in the data active means max response mostly above about 13%, no sharp cut-off; inactive means mostly below about 14%; further: read at 38.3 µM for the half of the compounds with a filed dose; 0% is about no effect
HCV inh: inhibitors of hepatitis C virus infection. 340,000 tested, 3.4% active. Potency, µM (titrated, usually from 41.8 µM), without a hit: at the top dose activity change, negative = inhibition, usual class: inhibitors. Huh7.5.1 HCVcc-Cre infection, luciferase reporter, 44 h. AID 651820; further: potency means the concentration at half of the fitted maximal effect; on the % scale 0 is the no-effect control and ±100 the full control effect
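After 44 h co-culture of compound, cells and HCVcc-Cre (~0.5 moi), substrate is added for 15 min at room temperature and luciferase measured over 15 sec. Cells were seeded at 1,000/well and pre-cultured 4 h.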
TbPYK inhibitor: T. brucei pyruvate kinase inhibition | TbPYK enzyme, Kinase-Glo Plus ATP luminescence, 45 min | Potency, µM (titrated, usually from 76.8 µM), without a hit: top-dose activity, negative = inhibition, actives largely listed as inhibitors | 410,000 tested, 0.12% active | AID 624173; further: potency means the concentration at half of the fitted maximal effect; on the % scale 0 is the no-effect control and ±100 the full control effect; nearly all actives have a fitted effect of over 50% in size
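In this concentration-response screen, enzyme-free wells defined baseline while DMSO plates tracked drift. Each reaction combined TbPYK, substrate, compound and 130 uM ADP for 45 min at room temperature. Kinase-Glo Plus luminescence gave the signal.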
LmPK inhibitor: inhibitors of Leishmania mexicana pyruvate kinase; Q27686; purified LmPK, Kinase-Glo ATP luminescence, 1 h; Potency, µM (series often up to 57.5 µM), for the others: at the top dose activity change, negative = inhibition, actives largely listed as inhibitors; 290,000 tested, 0.37% active; AID 1721; further: potency means the concentration at half of the fitted maximal effect; on the % scale 0 is the no-effect control and ±100 the full control effect
Target sequence (Q27686 whole entry, looked up): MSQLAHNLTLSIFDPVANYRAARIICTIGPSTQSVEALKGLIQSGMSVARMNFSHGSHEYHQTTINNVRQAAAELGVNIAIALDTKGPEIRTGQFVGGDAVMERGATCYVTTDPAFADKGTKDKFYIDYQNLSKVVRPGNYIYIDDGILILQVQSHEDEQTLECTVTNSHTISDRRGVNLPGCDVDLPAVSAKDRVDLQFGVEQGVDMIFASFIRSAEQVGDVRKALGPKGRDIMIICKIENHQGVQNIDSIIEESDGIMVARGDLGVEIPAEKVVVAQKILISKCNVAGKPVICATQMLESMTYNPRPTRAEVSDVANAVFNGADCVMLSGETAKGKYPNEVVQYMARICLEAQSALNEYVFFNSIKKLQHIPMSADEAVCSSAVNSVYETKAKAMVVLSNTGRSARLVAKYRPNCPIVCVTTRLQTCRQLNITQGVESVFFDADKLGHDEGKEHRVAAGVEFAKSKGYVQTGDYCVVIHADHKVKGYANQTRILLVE
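Purified LmPK (0.1 nM) converted ADP (0.1 mM) to ATP with PEP (0.5 mM) in imidazole buffer pH 7.2 with KCl and MgCl2, 1 h at room temperature. ATP was read by Kinase-Glo luminescence; data normalized to uninhibited and no-enzyme controls.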
Pf growth 48h: inhibits P. falciparum growth in the first generation, 48 h; P. falciparum luciferase growth in erythrocytes, 48 h; Potency, µM (top dose mostly 28.7 µM), for the others: top-dose activity change, negative = inhibition, actives largely listed as inhibitors; 310,000 tested, 5.9% active; AID 504832; further: potency means the concentration at half of the fitted maximal effect; on the % scale 0 is the no-effect control and ±100 the full control effect
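Compounds are pin-transferred into medium, infected erythrocytes (2% hematocrit, 0.1% parasitemia final) are added, and plates sit one parasite generation at 37 C in 5% CO2. Detection reagent is then added and luminescence measured.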
Shiga toxin inh: Shiga toxin inhibition; Vero cells, Shiga toxin protein synthesis inhibition reporter; inhibition, % at 38.7 µM; 290,000 tested, 9.2% active; AID 2315; in the data active means inhibition mostly above about 28%, no sharp cut-off; inactive means mostly below about 43%; further: 0% is about no effect
The depositor's hits bear a star; i = inactive; ? = inconclusive; / = not tested or not shown; & = joins results of further samples; [ ] = remark or other dose. Unless noted, the call rests on the fitted dose curve; in most records, active means well fitted curve in the direction sought with a large enough effect; inconclusive means small, poorly fitted or top-dose-only effect, or another doubt; inactive means no such curve, though single readings can be large; an effect the other way counts as inactive or inconclusive.

SMILES	Pf growth 96h	Cycloheximide cs	HCV inh	TbPYK inhibitor	LmPK inhibitor	Pf growth 48h	Shiga toxin inh
CCn1c(Cn2nnc(-c3ccccc3)n2)nnc1SCC(=O)Nc1ccc(C(C)=O)cc1	?	44*	?	-2%	4%	?	57*
Cc1ccc2c(c1)cc(CN(Cc1cccs1)C(=O)c1ccco1)c1nnnn12	?	-6	?	-20%	7%	-2%	-9
O=C(CSCc1ccc(Cl)cc1)N/N=C/c1ccco1	-27%	-1	?	3%	0%	12%	-4
CCC(C)NC(=O)C1CCCN(S(=O)(=O)c2ccc(-n3cnnn3)cc2)C1 (stereo unspecified)	/	-2	-10%&10%	4%	0%	24%	8
CCOc1ccc(CNn2nnnc2N)cc1	18%	1	9%	-1%	9%	/	-8
CCOc1ccc(C(=O)Nc2cccc([N+](=O)[O-])c2)cc1Br	?	20*	7.1µM*	0%	-5%	?	16
CCc1nnc(NC(=O)CCC(=O)NCc2ccc(C)cc2)s1	?	1	-1%	2%	-2%	?	-2
CCN(CC)C(=O)c1cccc(NC(=O)CC23CC4CC(CC(C4)C2)C3)c1	?	-4	14%	-1%	2%	?	-8
Oc1ccccc1/C=N/NC(=S)NC1CC2CC1C1C=CCC21 (stereo unspecified)	1.9µM*	53*	?	-3%	-4%	3.3µM*	49*
O=C(NCCC(=O)N1CCCCC1)c1ccccc1Cl	39%[activator]	1	1%	0%	-7%	28%	14
CC(=O)N1CCc2cc(S(=O)(=O)NCCCN3CCC(C)CC3)ccc21	?	-1	-2%	-9%	-7%	6%	-6
CCOc1ccc(N2C(=O)C3CCCN3C2=O)cc1 (stereo unspecified)	?	-2	8%	5%	-3%	21%	12
CC(C)OC(=O)/C(C#N)=C/c1c[nH]c2ccccc12	-25%	8	?	4%	2%	3%	14
Fc1cc(F)c2nc(N3CCCCC3)sc2c1	8.3µM*	78*	1%	0%	?	45%[activator]	115*
CC1CCCC(C)N1/N=C/C=C/c1ccccc1[N+](=O)[O-] (stereo unspecified)	20%	38*	0%	-3%	0%	0%	69*
C/C(=N\O)c1noc(C)c1C(=O)Nc1nccs1	15%	-2	-1%	0%	-4%	2%	7
COCCN(C(=O)CNC(=O)c1ccco1)C(C(=O)NC1CCCC1)c1ccccc1F (stereo unspecified)	11%	-6	-5%	-4%	2%	24%	0
CN(C(=O)Cn1nc(C(=O)O)c2ccccc2c1=O)C1(C#N)CCCCC1	3%	/	13%	1%	/	10%	/
Cc1nnc(NC(=O)CCC(=O)NC2CCCCCCC2)s1	18%	-1	14%	-1%	-1%	32%[activator]	-3
Cc1ccc(S(=O)(=O)N(C)N=O)cc1	2%	/	-3%	-6%	/	-3%	/
C#CCOCCOCCOCCNc1nc(N2CCN(C(=O)C(Cc3cc4ccccc4[nH]3)n3cc(C(N)C(C)CC)nn3)CC2)nc(N2CCN(C(=O)C(Cc3cc4ccccc4[nH]3)n3cc(C(N)C(C)CC)nn3)CC2)n1 (stereo unspecified)	4.1µM*	-2	-2%	-10%	0%	?	-8
O=C(C1CCCN(Cc2cccnc2)C1)N1CCCCC1 (stereo unspecified)	?	22*	8%	-18%	-7%	-5%	-13
O=c1oc2ccccc2c2c1C1O[C@](c3ccsc3)(Cc3ccccc31)O2	?	5	/	/	-5%[11.5 µM]	1.7µM*	i
COc1cc(OC)c(C#N)c(S(=O)Cc2ccccc2)c1 (stereo unspecified)	/	9	3%	4%	-5%	/	-5
c1nc2sc3c(c2c2nnnn12)CCC3	6%	0	-5%	-1%	-4%	12%	-13

Next section.
SMILES	Pf growth 96h	Cycloheximide cs	HCV inh	TbPYK inhibitor	LmPK inhibitor	Pf growth 48h	Shiga toxin inh
CCCc1nc(SCC(=O)Nc2nnc(CC)s2)c2c(C)c(C)sc2n1	7%	-1	?	-5%	0%	24%	-8
COC(=O)c1sc(NC(=O)C(C)c2ccccc2)nc1C (stereo unspecified)	?	9	-14%	-5%	4%	4%	42
CCCCn1c(N)c(N(CC(C)C)C(=O)CSCc2cccc(C)c2)c(=O)[nH]c1=O	?	/	2%	-3%	/	?	/
CCOc1cc(CNCCO)ccc1OCC(=O)NC(C)(C)C	?	6	-4%	-5%	3%	2%	-22
Cc1ccc(N2C(=O)[C@@H]3[C@H](C2=O)[C@H]2C=CC=NN2[C@@H]3C(=O)Nc2ccc(Cl)cc2)cc1	75%[activator]	6	15%	-21%	-4%	27%	-7
COc1ccc2cc(C(c3nnnn3C3CCCC3)N3CCOCC3)c3nnnn3c2c1 (stereo unspecified)	-2%	-4	-5%	11%	1%	-32%	-11
CCCCCOc1ccccc1C(=O)NCCCCCC(=O)O	-23%	-2	11%	3%	0%	-13%	-8
CCC(C)Nc1nc(N)c([N+](=O)[O-])c(NCc2ccccc2)n1 (stereo unspecified)	?	2	11µM*	1%	3%	?	7
CCCCc1nc2ccc(S(=O)(=O)O)cc2[nH]1	18%	7	8%	1%	-5%	5%	-3
CC(C)c1ccc(-c2c(C#N)c(N)nc(SCC(=O)N3CCCCCC3)c2C#N)cc1	5.2µM*	-4	9%	3%	12%	/	-18
Cc1ccc(-c2nc(C#N)c(N3CCC(C)CC3)o2)cc1	0%	17*	?	0%	3%	17%	65
Cn1c(/C(C#N)=C/Nc2ccccn2)nc2ccccc21	/	5	-12%	7%	6%	/	24
COc1ccc(CNC(=O)c2cc(-c3ccccc3OC)on2)cc1	?	-2	-24%	-8%	0%	-4%	33
CC(C)OCCCNC(=O)c1cccc2c1C(=O)c1ccc(Cl)cc1S2(=O)=O	12%	/	-7%	-3%	/	-66%	/
O=C1CC2(CCN(C(=O)c3cccc([N+](=O)[O-])c3)CC2)Oc2ccccc21	-2%	/	15%	-7%	/	-15%	/
O=C(c1ccc2c3c(cccc13)CC2)C1CCCN(CC2CC2)C1 (stereo unspecified)	?	-7	?	-7%	4%	?	6
O=C(NCCN1CCOCC1)c1ccc(CS(=O)(=O)c2c(Cl)cccc2Cl)o1	?	-1	6%	-5%	11%	/	-4
CCNC(=O)c1c(O)c2ccccc2[nH]c1=O	/	-1	?	-3%	-4%	?	29
COc1cccc(N2CCN(C(=S)Nc3ccccc3)CC2)c1	45%[activator]	-2	-6%	-11%	4%	-16%	/
O=C(CSc1nc(C2CCCCC2)nc2ccccc12)N1CCCC1	-25%	2	-26%	0%	2%	?	-9
Cn1c(COc2ccccc2)nnc1SCCN1CCOCC1	-25%	1	15%	3%	1%	19%	6
COc1ccc(-c2cn(CCO)c(-c3ccncc3)n2)cc1	0%	/	4%	-4%	/	24%	/
N#Cc1cccc(NC(=O)COC(=O)c2ccccc2C(=O)c2ccc(Cl)c([N+](=O)[O-])c2)c1	-19%	4	10µM*	1%	3%	-13%	-9
CCOc1ccc(C(CC(=O)O)NC(=O)COc2ccccc2)cc1 (stereo unspecified)	10µM*	-3	-4%	-2%	-2%	9%	2
COc1cccc(C(=O)NC(C)c2ccc(-c3ccccc3)cc2)c1OC (stereo unspecified)	-8%	10	?	4%	-3%	-4%	-3

(further entries)
SMILES	Pf growth 96h	Cycloheximide cs	HCV inh	TbPYK inhibitor	LmPK inhibitor	Pf growth 48h	Shiga toxin inh
CCn1c(SCC(=O)OC)nc2sc3c(c2c1=O)CCC3	45%[activator]	5	?	-4%	-2%	12%	-6
Cc1cc(=O)[nH]c(SCC(=O)NCc2ccco2)n1	-18%	-2	22%	4%	10%	-8%	15
Cc1ccc(-n2nc(C)c(/C=N/NC(=O)c3cccs3)c2Cl)cc1	?	41*	7%	2%	2%	?	41*
CNC(=O)c1c(Br)cnn1-c1ccc(C)cc1	148%[activator]	35*	12%	-1%	-4%	105%[activator]	42*
Cc1ccc(Cn2c(=N)n(CC(O)c3ccco3)c3ccccc32)cc1 (stereo unspecified)	/	-4	?	-15%	2%	?	-21
Cc1cc(S(=O)(=O)N2CCN(c3ccccc3O)CC2)c(C)s1	?	-6	-8%	2%	3%	/	-11
CCOC(=O)c1sc(NC(=O)C2C3C=CC(C3)C2C(=O)O)nc1C (stereo unspecified)	-4%	1	6%	7%	0%	/	-4
COC(=O)c1sc2cc(C(F)(F)F)cnc2c1-c1ccccc1	-1%	-2	4%	15%	2%	?	-2
COc1ccc(CN2CN(S(=O)(=O)c3cccs3)c3nc4ccccc4nc32)cc1	?	48*	-12%	6%	10%	?	80*
CC(c1nccs1)N(C)c1nc2nonc2nc1NC1CC1 (stereo unspecified)	0%	0	2%	29%	4%	8%	-9
O=C(NCCNC(=O)c1ccccc1F)c1ccco1	?	-4	24%	-13%	0%	53%[activator]	-4
CC(C(=O)Nc1ccc(S(=O)(=O)N2CCCC2)cc1)N1CCCC(C(N)=O)C1 (stereo unspecified)	9%	/	?	2%	/	0%	/
